# aSyn yeast inh: rescues yeast growth from alpha-synuclein toxicity. Yeast expressing alpha-synuclein, growth rescue, BacTiter-Glo, 24 h. Potency, µM (doses to about 46.1 µM), for inactives: top-dose growth rescue (activation), actives largely listed as activators. 370,000 tested, 0.14% active; further: potency means the concentration at half of the fitted maximal effect; % of control where 0% means no effect; nearly all actives have a fitted effect of over 65% in size
#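 Galactose-induced alpha-syn yeast (OD600=0.02, raffinose-pregrown) + pinned cpd, 24 hr, 30 deg C; growth by BacTiter-Glo luminescence. Growth restoration scores as activation.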
# Abeta yeast res: compounds reversing amyloid beta toxicity in yeast; yeast expressing A-beta42, growth rescue, OD600, 48 h; response scale: 0% DMSO, 100% iron-clioquinol control; Potency, µM (top dose mostly 46.1 µM), for inactives: at the top dose growth rescue, usual class: activators; 410,000 tested, 0.063% active; AID 1347071; further: potency means the concentration at half of the fitted maximal effect; nearly all actives have a fitted effect of over 55% in size
#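 Growth rescue measured by 600 nm absorbance after 48 h yeast culture at 30 C with compound. Values normalized between DMSO and an equimolar ferric chloride plus clioquinol control.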
# EPAC2 ag: agonists of human EPAC2 (RAPGEF4); Q8WZA2; EPAC2 activation, biochemical qHTS; response scale: 100% = 6.5 mM cAMP response; Potency, µM (highest dose often 154 µM), for the others: at the highest dose activation, actives largely listed as activators; 360,000 tested, 0.079% active; AID 720711; further: potency means the concentration at half of the fitted maximal effect; nearly all actives have a fitted effect of over 50% in size
#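 Each well held 100 nM EPAC2, 250 nM RAP1B-BODIPY-GDP and 50 uM GDP. Fluorescence, read at 5-min intervals to 30 min, was referenced to a 6.5 mM cAMP positive control.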
# FUS yeast rescue: suppressors of FUS proteinopathy in yeast; S. cerevisiae FUS-expressing, growth rescue, OD600, 24 h; Potency, µM (doses to about 76.6 µM), for inactives: at the highest dose growth rescue (activation), actives largely listed as activators; 390,000 tested, 0.24% active;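 further: potency means the concentration at half of the fitted maximal effect; plate controls were DMSO vehicle for no effect and reference control for full effect; nearly all actives have a fitted effect of over 55% in size; some results filed as inactive show a strong effect at the top dose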
#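 Quantitative HTS measuring growth restoration of FUS-toxic yeast. Galactose-induced cells (OD 0.005) were exposed 24hr at 30C to compounds at several concentrations, then absorbance at 600 nm was recorded.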
# EPAC2 antagonist: EPAC2 (human) antagonism; Q8WZA2; Potency, µM (top dose mostly 114 µM), inactives show at the highest dose activity, negative = inhibition, hits mostly inhibitors; 360,000 tested, 0.18% active; EPAC2 GEF exchange of Rap1B-BODIPY-GDP, fluorescence; further: potency means the concentration at half of the fitted maximal effect; on the % scale 0 is the no-effect control and ±100 the full control effect; nearly all actives have a fitted effect of over 45% in size; many of its hits are not listed in these tables
# DRD3 agonist: agonists of human D3 dopamine receptor; P35462; D3R DiscoveRx beta-arrestin cells, luminescence, 90 min; max activation, %; 410,000 tested, 0.58% active; AID 652048; in the data active means max activation above about 30%; further: 0% is about no effect; mostly tested at two doses, the higher about 12 µM
# Target sequence (P35462 whole entry, looked up): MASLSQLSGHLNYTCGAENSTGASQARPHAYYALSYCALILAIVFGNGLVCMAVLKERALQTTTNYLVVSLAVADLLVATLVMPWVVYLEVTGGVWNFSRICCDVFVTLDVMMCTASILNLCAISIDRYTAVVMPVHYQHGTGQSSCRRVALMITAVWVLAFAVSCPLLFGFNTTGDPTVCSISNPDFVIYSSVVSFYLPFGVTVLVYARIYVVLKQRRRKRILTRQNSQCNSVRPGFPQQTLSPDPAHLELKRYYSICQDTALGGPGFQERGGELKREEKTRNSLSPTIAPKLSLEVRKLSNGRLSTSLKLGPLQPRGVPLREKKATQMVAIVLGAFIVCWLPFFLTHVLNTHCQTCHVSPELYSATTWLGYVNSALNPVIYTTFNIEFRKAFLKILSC
#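 Agonist-mode cell screen: cells plated at 1500/well and incubated overnight at 37 °C, then exposed to library compounds for 90 min at 37 °C. Detection reagent was added for 30–60 min at room temperature, and luminescence was read.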
# TDP-43 yeast inh: rescues yeast growth from TDP-43 toxicity | TDP-43 expressing yeast growth rescue, BacTiter-Glo, 24 h | Potency, µM (series often up to 46.1 µM), without a hit: top-dose growth rescue (activation), actives largely listed as activators | 410,000 tested, 1.8% active; further: potency means the concentration at half of the fitted maximal effect; % of control where 0% means no effect; nearly all actives have a fitted effect of over 50% in size
#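 In this qHTS, compounds that restore growth of yeast expressing TDP-43 appear as activators. Cells (OD600=0.02, galactose medium, raffinose-pregrown) are incubated with compound 24 hr at 30 deg C and growth is quantified by BacTiter-Glo.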
# DRD3 antagonist: D3 dopamine receptor (human) antagonism | P35462 | max response, negative = inhibition, % | D3R cells, DiscoveRx beta-arrestin luminescence, antagonist mode; hits give low values | 360,000 tested, 2.5% active | AID 652054; in the data active means max response below about -50%; inconclusive means no clear call, values can overlap the other calls; further: on the % scale 0 is the no-effect control and ±100 the full control effect; mostly tested at two doses, the higher about 12 µM
#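 Cells plated overnight at 1500 cells/well, then exposed to library compounds with dopamine controls for 90 minutes at 37 degrees C. DiscoveRx reagent added for 30–60 minutes at room temperature; luminescence read, quantitative HTS format.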
# * marks the source's active call; other numbers are inactive results; ? = inconclusive; · = not tested or not shown; & = joins results of further samples; [ ] = remark or other dose. Unless noted, the call rests on the fitted dose curve; in most records, active means well fitted curve in the direction sought with a large enough effect; inconclusive means small, poorly fitted or top-dose-only effect, or another doubt; inactive means no such curve, though single readings can be large; an effect the other way counts as inactive or inconclusive. The list is partial. The share of hits here may be higher or lower than overall.
SMILES,aSyn yeast inh,Abeta yeast res,EPAC2 ag,FUS yeast rescue,EPAC2 antagonist,DRD3 agonist,TDP-43 yeast inh,DRD3 antagonist
COc1ccc(/C=C2\SC(=S)N(N3CCOCC3)C2=O)c(OC)c1,5.2%,-13.0%,6.9%,-5.1%,1.9%,1.3,0.2%,6.7
Nc1ccccc1OCCOCCOc1ccccc1N,0.8%,-3.2%,0.8%,25.5%,-16.6%,1.1,-14.5%,0.0
CCCCCOCC1CC(C/C(C)=N/NC(N)=S)C(=O)O1 (stereo not given),-3.0%,-16.4%,-3.5%,-6.1%,4.9%,7.4,25.1%,-0.8
CCOc1ccc(-c2cccc(NS(=O)(=O)c3ccc(C)s3)c2)nn1,·,-5.9%,·,32.4%,·,7.9,30.0%,·
CCOc1cc(/C=C2/C(=N)N3C(=NC2=O)SN=C3S(C)(=O)=O)ccc1OS(=O)(=O)c1ccccc1,-1.6%,·,3.5%,25.1%,?,-3.0,11.5%,-6.7
Cc1cc(C)cc(OCC(=O)NNC(=O)CC(C)c2ccccc2)c1 (stereo not given),3.6%,9.2%,12.4%,-55.3%,7.2%,-0.7,-1.3%,-3.0
COc1ccc(OC)c(S(=O)(=O)Nc2cccc3ccc(O)cc23)c1,-4.1%,4.2%,5.1%,15.3%,-21.0%,-1.0,-12.6%,-3.7
O=C(COc1cccc(F)c1)Nc1nc(-c2ccncc2)cs1,-12.4%,-4.0%,3.2%,24.0%,1.8%,-1.1,6.9%,-10.2
COc1ccc(OCC(O)Cn2c(=N)n(CCN3CCCCC3)c3ccccc32)cc1 (stereo not given),11.5%,2.7%&-25.7%,0.0%,0.8%&-3.4%,-1.1%,0.9&-6.8,-2.4%&7.6%,-8.3
N#Cc1ccc(NN=Nc2ccccc2C#N)cc1,-7.9%,1.1%,-1.2%,-3.9%,4.0%,4.2,3.0%,0.8
COc1cc2cc(-c3ccc(O)cc3O)nc(C)c2cc1OC,10.0%,8.1%,8.1%,11.6%,-0.9%,4.3,9.0%,116.4
CCC(=O)N1CCC1(C)C(=O)Nc1cccc(Oc2ccccc2)c1 (stereo not given),-1.3%,-20.8%,16.1%,22.8%,-20.9%,2.4,12.5%,-11.8
O=c1oc2c3c4c(cc2s1)CCCN4CCC3,7.2%,-1.8%,17.1%,44.3%,-1.0%,0.1,23.2%,-18.6
NC(=O)C1CCN(c2nc(C3CC3)nc3c2nnn3Cc2ccccc2Cl)CC1,2.1%,15.7%,8.7%,5.1%,-1.0%,7.8,-3.1%,-2.9
O=C(CSc1nnc(CNC(=O)c2cccs2)o1)Nc1ccc(Cl)cc1,16.2%,10.5%,7.2%,4.9%,4.9%,-0.5,3.1%,6.5
COc1ccc(S(=O)(=O)n2nc(-n3c(C)ccc3C)c3c(F)cccc32)cc1OC,12.4%,-3.4%,8.1%,36.8%,-3.5%,16.9,-22.5%,11.2
CCOc1ccc(N(C(=O)c2snc(C(N)=O)c2N)C(C(=O)NC2CCCC2)c2ccncc2)cc1 (stereo not given),1.0%,7.2%,-1.5%,13.1%,-1.1%,5.9,-5.7%,-4.8
OC(CNc1nc2ccccc2s1)c1ccccc1 (stereo not given),3.4%,26.6%,3.2%,-2.6%,0.9%,-5.4,-0.4%,?
O=C(NC1CC1)c1ccc(S(=O)(=O)NC2CCCCCC2)cc1,4.3%,8.6%,-12.5%,8.0%,-0.5%,16.9,-5.2%,16.5
COCCCN=C1NN=C(c2cc(C)n(-c3ccccc3F)c2C)CS1,-9.0%,-4.3%,16.2%,?,11.0%,-13.5,-6.4%,?
CCN(CC(=O)Nc1c(F)cccc1F)C(=O)c1nn(C)c(=O)c2ccccc12,-5.0%,16.6%,10.8%,-18.4%,-6.3%,2.8,12.3%,-18.4
COc1ccc(O)c(C(=O)c2cnn(C(=O)c3cccc(N(C)C)c3)c2)c1,-8.1%,-17.6%,-5.0%,·,0.7%,-6.1,18.0%,-0.7
CCN=C1SC(CC(=O)Nc2ccccc2)C(=O)N1CC (stereo not given),?,11.9%&28.3%,-3.3%&0.4%,-2.0%&7.2%,-3.4%&1.9%,2.2&1.0,6.7%&22.3%,31.1&19.0
CCc1nc2c(OCC3CCCCC3)cccn2c1N(C)C(=O)c1ccc(OC)cc1,10.6%,-6.4%,16.3%,10.4%,-13.9%,-17.7,11.0%,?
Cc1cccc(N2CCN(c3nc4ccc(C(=O)c5ccccc5)cc4n4cnnc34)CC2C)c1 (stereo not given),·,-5.7%,·,1.1%,·,-2.1,3.2%,·
COC(=O)C(NC(C)=O)(Nc1nc2ccc(C)cc2s1)C(F)(F)F (stereo not given),3.8%,2.8%,1.1%,9.7%,2.2%,3.1,-6.4%,-25.6
CC(C)OC(=O)COc1ccc(-c2ccccc2)cc1,-5.6%,-4.4%,1.3%,11.2%,-6.4%,2.8,11.8%,5.5
Cc1oc2nc(SCCCC(=O)NCCO)nc(N)c2c1C,-0.7%,6.4%,6.0%,1.4%,-0.2%,5.6,1.2%,-3.0
CCc1cc2c(N[C@@H](C)C(=O)O)ncnc2s1,-0.4%,-2.6%,5.2%,-2.4%,-2.7%,-0.3,-4.0%,15.9
CCN(CC)Cc1cc(CC(C(N)=O)C(N)=O)ccc1OC,-0.7%,18.3%,11.8%,8.8%,7.3%,1.9,0.0%,-10.0
COc1ccccc1C(=O)NCCC(=O)NC1CCC(C)CC1 (stereo not given),1.6%,-5.4%,12.7%,-21.0%,4.4%,-1.3,1.9%,0.0
CC(NC(=O)c1ccccc1Br)c1nnc(SCc2ccc([N+](=O)[O-])cc2)n1C (stereo not given),1.8%,7.6%,-2.5%,2.2%,1.6%,5.3,-3.8%,?
CC(=O)O[C@]1(C(C)=O)CC[C@H]2[C@@H]3C=C(C)C4=CC(=O)CC[C@@H]4[C@H]3CC[C@@]21C,-0.2%,-44.3%,4.3%,13.5%,-14.6%,-0.3,7.8%,0.0
CCOC(=O)c1c(NC(=O)NC(C)(C)C)sc2c1CCN(C)C2,-0.6%,-8.9%,-6.8%,10.1%,2.0%,-3.3,-12.1%,5.1
Brc1ccc(Cn2c(-c3cncs3)nc3ccccc32)cc1,0.5%,17.6%,11.1%,36.6%,-23.8%[57.1 µM],1.4,?,16.1
Cc1ccccc1NS(=O)(=O)c1ccc(OCCNS(C)(=O)=O)cc1,-14.1%,-5.1%,-0.3%,·,11.3%,-5.9,-3.6%,-6.3
COc1cccc(N=CNc2cccc(OC)c2)c1,6.7%,-4.4%,3.4%,2.0%,-1.7%,1.4,-15.2%,0.3
O=C(CN1C(=O)C2(SCC(=O)N2c2ccc(F)c(F)c2)c2ccccc21)Nc1ccccc1F (stereo not given),-1.8%,-3.1%,·,-7.4%,·,5.7,?,·
Cc1ccc2cc(C#N)c(N3CCN(C(=O)c4ccccc4)CC3)nc2c1,-0.9%,-33.5%,10.3%,21.6%,-11.4%,-4.1,?,28.6
CCOC(=O)c1ccccc1NC(=O)Cc1c(C(=O)O)n(C)c2ccccc12,?,-6.2%,0.2%,17.8%,-10.3%,19.1,?,-18.2
Cc1ccc(-n2nnnc2SCC(=O)N2CC(=O)Nc3ccccc32)cc1,7.6%,4.7%,0.0%[15.6 µM],2.4%,6.7%,-5.5,8.1%,26.7
O=C(C1CC(=O)N(c2ccc3c(c2)OCCO3)C1)N1CCN(c2cccc(C(F)(F)F)c2)CC1 (stereo not given),-2.7%,22.8%,-1.3%,16.8%,4.5%,14.7,21.2%,6.4
Cn1c(=O)oc2cc(S(=O)(=O)Nc3cccc4c3CCCC4)ccc21,11.5%,-14.9%,18.5%,7.6%,-0.5%,-0.8,28.6%,-27.0
CC1=C(C(=O)N2CCOCC2)CC(CC(=O)NC2CCCC2)C(=O)N1Cc1ccccc1 (stereo not given),-10.4%,5.6%,8.7%,-27.9%,0.4%,-3.0,6.0%,15.9
CS(=O)(=O)c1ccccc1C(=O)Nc1cccc(-c2nc3ccccc3o2)c1,-0.1%,·,20.4%,35.6%,-9.0%,-2.7,19.5%,0.9
CC(=O)c1[nH]c(C)c(C(=O)NCCc2ccc(C)cc2)c1C,·,-13.0%,·,-21.7%,·,8.1,22.3%,·
CSc1ccc(C(=O)N2CCC(CCC(=O)NC3CC3)CC2)cc1,4.2%,1.7%,0.0%,9.4%,-2.2%,4.0,12.6%,-1.6
CCC(C)c1ccc(C(CC)NC(=O)C2CCCO2)cc1 (stereo not given),6.5%,30.0%,3.5%,7.3%,2.5%,0.8,28.3%,5.8
Cc1ccccc1OCC(=O)OCC(=O)Nc1ncc(Cl)c(C)c1Cl,11.0%,18.1%,-1.6%,3.3%,4.8%,0.8,-13.7%,-14.0
O=C(O)c1c(-c2ccccc2)oc2ccc(O)cc12,0.6%,4.5%,1.1%,-24.9%,3.0%,-1.3,?,29.9
COC(=O)[C@@]1(Sc2ccc(C)cc2)CC(=O)N(C(=O)CCc2ccccc2)[C@@H]1c1ccccc1,-1.2%,12.2%,6.5%,21.0%,-0.4%,6.1,?,10.0

# Record cards, as listed above:
# Profile of CSc1ccc(C(=O)N2CCC(CCC(=O)NC3CC3)CC2)cc1 → aSyn yeast inh: 4.2%; Abeta yeast res: 1.7%; EPAC2 ag: 0.0%; FUS yeast rescue: 9.4%; EPAC2 antagonist: -2.2%; DRD3 agonist: 4.0; TDP-43 yeast inh: 12.6%; DRD3 antagonist: -1.6
# Profile of CCC(C)c1ccc(C(CC)NC(=O)C2CCCO2)cc1 (stereo not given) → aSyn yeast inh: 6.5%; Abeta yeast res: 30.0%; EPAC2 ag: 3.5%; FUS yeast rescue: 7.3%; EPAC2 antagonist: 2.5%; DRD3 agonist: 0.8; TDP-43 yeast inh: 28.3%; DRD3 antagonist: 5.8

# An excerpt from above in order of count of non-hydrogen atoms, descending:
SMILES,aSyn yeast inh,Abeta yeast res,EPAC2 ag,FUS yeast rescue,EPAC2 antagonist,DRD3 agonist,TDP-43 yeast inh,DRD3 antagonist
Cc1ccccc1OCC(=O)OCC(=O)Nc1ncc(Cl)c(C)c1Cl,11.0%,18.1%,-1.6%,3.3%,4.8%,0.8,-13.7%,-14.0
CSc1ccc(C(=O)N2CCC(CCC(=O)NC3CC3)CC2)cc1,4.2%,1.7%,0.0%,9.4%,-2.2%,4.0,12.6%,-1.6
CCC(C)c1ccc(C(CC)NC(=O)C2CCCO2)cc1 (stereo not given),6.5%,30.0%,3.5%,7.3%,2.5%,0.8,28.3%,5.8
